# EPAC1 antag: EPAC1 (human) antagonism; Potency, µM (highest dose often 115 µM), inactives show at the highest dose activity change, negative = inhibition, usual class: inhibitors; 360,000 tested, 0.14% active; O95398; EPAC1 GEF assay, Rap1b-BODIPY-GDP exchange fluorescence;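 note: potency is the fitted concentration of half-maximal effect; plate controls were vehicle for no effect and positive control for full effect; nearly all actives have a fitted effect of over 50% in size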
# EPAC2 antag: EPAC2 (human) antagonism. Q8WZA2. EPAC2 GEF exchange of Rap1B-BODIPY-GDP, fluorescence. Potency, µM (titrated, usually from 114 µM), inactives show at the top dose activity, negative = inhibition, actives largely listed as inhibitors. 360,000 tested, 0.18% active; note: potency is the fitted concentration of half-maximal effect; % is set by controls: 0 for no effect and ±100 for the full control effect; nearly all actives have a fitted effect of over 45% in size; many of its hits are not listed in these tables
# PI5P4K alpha inh: PI5P4K alpha (human) kinase inhibition; PI5P4Kalpha enzyme, ADP-Glo luminescence, 60 min; active compounds read low; max response, %; 330,000 tested, 1.2% active; active = max response of -50% or lower; inconclusive = between -30% and -50%; inactive = -30% or higher; note: value at the top dose of about 77 µM; % is set by controls: 0 for no effect and ±100 for the full control effect
# Target sequence (P48426 whole entry, looked up): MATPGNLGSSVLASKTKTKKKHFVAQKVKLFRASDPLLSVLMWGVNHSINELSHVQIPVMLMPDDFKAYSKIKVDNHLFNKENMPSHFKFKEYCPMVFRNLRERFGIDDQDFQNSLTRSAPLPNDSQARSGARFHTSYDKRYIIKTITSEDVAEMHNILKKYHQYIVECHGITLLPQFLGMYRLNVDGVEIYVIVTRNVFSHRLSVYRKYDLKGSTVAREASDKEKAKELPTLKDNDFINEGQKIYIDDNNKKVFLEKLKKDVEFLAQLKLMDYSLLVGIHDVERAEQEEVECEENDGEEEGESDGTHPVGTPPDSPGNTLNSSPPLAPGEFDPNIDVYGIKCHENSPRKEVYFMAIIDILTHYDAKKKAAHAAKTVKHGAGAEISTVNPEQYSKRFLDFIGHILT
#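 PI5P4Kalpha ADP-Glo assay; 5 microM ATP final; 60 min RT reaction; HEPES pH 7.4/EGTA/CHAPS, 5% DMSO; controls lacking substrate or enzyme; luminescent end-point.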
# WRN helicase inh: inhibitors of human WRN helicase; 360,000 tested, 0.46% active; AID 651768; Q14191; WRN helicase unwinding, fluorescent forked duplex, kinetic; Potency, µM (top dose mostly 114 µM), without a hit: at the highest dose activity change, negative = inhibition, usual class: inhibitors; note: potency is the fitted concentration of half-maximal effect; % is set by controls: 0 for no effect and ±100 for the full control effect; nearly all actives have a fitted effect of over 55% in size
#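 WRN at 20 nM final was preincubated with compound for 15 min at room temperature; reaction started with 100 nM forked duplex oligonucleotide carrying fluorophore and quencher plus 2 mM ATP (final). Unwinding followed kinetically by red fluorescence (ex 525/em 598 nm).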
# MmCpn inh: blocks the Methanococcus maripaludis chaperonin Mm-Cpn. purified Mm-Cpn ATPase, ADP Transcreener TR-FRET. Potency, µM (titrated, usually from 76.9 µM), for the others: top-dose activity, negative = inhibition, hits mostly inhibitors. 330,000 tested, 0.031% active. AID 504842; note: potency is the fitted concentration of half-maximal effect; % is set by controls: 0 for no effect and ±100 for the full control effect; nearly all actives have a fitted effect of over 80% in size
#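 TR-FRET (320 nm excitation; 590 and 665 nm emission) reports ADP made from 10 uM ATP by 25 nM enzyme; compounds were preincubated 10 min, reaction run 30 min, both at 37°C.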
# EPAC1 ag: agonists of human EPAC1 | EPAC1 agonist qHTS, biochemical assay; response scale: 100% = response to 6.5 mM cAMP | Potency, µM (doses to about 154 µM), for the others: top-dose activation, actives largely listed as activators | AID 720707 | 360,000 tested, 0.073% active | O95398; note: potency is the fitted concentration of half-maximal effect; nearly all actives have a fitted effect of over 60% in size
#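 Nucleotide exchange by EPAC1 (100 nM) on Rap1B–BODIPY-GDP (250 nM) in the presence of 50 uM GDP is tracked fluorescently at 480/540 nm over 30 min. Signals are normalized to a 6.5 mM cAMP control.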
# PLK1 PBD inh: inhibitors of human PLK1 polo-box domain binding; 360,000 tested, 2.8% active; Potency, µM, inactives show max response, negative = inhibition, actives largely listed as inhibitors; Plk1 PBD binding of FITC phosphopeptide, fluorescence polarization; note: potency is the fitted concentration of half-maximal effect; series mostly up to about 57 µM; % is set by controls: 0 for no effect and ±100 for the full control effect; nearly all actives have a fitted effect of over 65% in size
# Target sequence (P53350 whole entry, looked up, the tested form may be a part): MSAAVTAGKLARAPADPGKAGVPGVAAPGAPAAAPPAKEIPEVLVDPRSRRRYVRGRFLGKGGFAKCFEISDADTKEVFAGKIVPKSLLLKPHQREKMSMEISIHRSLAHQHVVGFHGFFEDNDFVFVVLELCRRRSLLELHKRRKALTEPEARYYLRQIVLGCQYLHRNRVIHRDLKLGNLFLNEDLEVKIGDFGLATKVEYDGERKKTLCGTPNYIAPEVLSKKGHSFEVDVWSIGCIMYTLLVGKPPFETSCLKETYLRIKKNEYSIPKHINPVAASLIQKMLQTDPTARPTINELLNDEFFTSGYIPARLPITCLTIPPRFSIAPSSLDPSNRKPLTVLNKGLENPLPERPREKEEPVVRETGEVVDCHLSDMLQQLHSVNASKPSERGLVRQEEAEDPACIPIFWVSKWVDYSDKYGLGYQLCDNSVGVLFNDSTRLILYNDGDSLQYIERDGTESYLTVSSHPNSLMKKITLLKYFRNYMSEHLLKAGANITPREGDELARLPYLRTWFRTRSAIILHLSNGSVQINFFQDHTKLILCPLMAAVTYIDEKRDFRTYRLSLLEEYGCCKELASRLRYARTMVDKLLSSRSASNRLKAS
# CCT chaperon mod: changes cytosolic chaperonin activity; activity change, % (concentration not given with the values), hits read low; AID 651819; purified chaperonin ATPase assay, HTRF ADP detection, 30 min; 360,000 tested, 0.3% active; in the data active = activity change below about -30%; note: % is set by controls: 0 for no effect and ±100 for the full control effect
#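 TRiC (40 or 20 nM final, by batch activity) in 30 mM Tris pH 7.4, 100 mM KCl, 5 mM MgCl2, 1 mM DTT was treated with compound at 76 uM single dose, then 10 uM ATP, 30 min at 37 °C. ADP was read by HTRF Transcreener.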
# Active calls of the source: *; ? = inconclusive; / = no result given; & = joins results of further samples; [ ] = another dose, or the depositor's remark. Unless noted, calls come from the whole dose curve; as a rule, active = well fitted curve in the direction sought with a large enough effect; inconclusive = small, poorly fitted or top-dose-only effect, or another doubt; inactive = no such curve, though single readings can be large; an effect the other way counts as inactive or inconclusive. A portion of the library; the hit share may differ from the screen's.
# Every second line gives: EPAC1 antag | EPAC2 antag | PI5P4K alpha inh | WRN helicase inh | MmCpn inh | EPAC1 ag | PLK1 PBD inh | CCT chaperon mod
CC1=NN(c2ccc(C(=O)O)cc2)C(=O)/C1=C\c1ccc(OC(=O)c2cccs2)cc1
  -23% | -1% | 15 | 5.3µM* | -4% | -1% | 0.75µM* | -2.9
COC(=O)Cn1c(=O)c2c(nc(Br)n2Cc2ccccc2Cl)n(C)c1=O
  7% | 15% | -1 | -3% | 3% | -5% | 0% | 0.8
CC1CCN(CCCNC(=O)Cn2ncc3c([nH]c4ccccc43)c2=O)CC1
  -30% | 3% | 2 | 0% | -3% | 12% | 0% | -0.6
Cc1noc(C)c1CCC(=O)O
  -4% | 4% | -2 | -4% | 2% | 6% | -3% | 0.3
O=C1C2ON(c3ccc(Br)cc3)C(c3cccnc3)C2C(=O)N1C1CCCCC1 (stereo not drawn)
  11% | 22% | 14 | 0% | -1% | -1% | -6% | 0.2
COc1ccc2c(c1)CCC/C2=N\Nc1nc(C(=O)NN)cs1
  10% | 5% | -8 | -10% | -1% | -2% | 2% | 3.1
CCOc1ccc(CN(C)CC(=O)NCc2ccc(F)cc2)cc1
  5% | -9% | 1 | 3% | 2% | 8% | -7% | -5.5
CC(C)CC1Nc2ncnc(N3CCOCC3)c2N(Cc2ccc(Cl)cc2)C1=O (stereo not drawn)
  -6%&11% | ? | -3&0 | -2%&-13% | 1% | 4%&-5% | 1%&-2% | -1.0&1.3
O=C(Nc1cccc(Cl)c1)NC1(C(=O)NCc2cccs2)CCCCC1
  11% | 2% | / | -10%[57.1 µM] | 2% | 5% | -5% | -1.4
O=C1CCN(CCc2ccccc2)CCN1[C@H](COc1ccccc1)Cc1ccccc1
  -6% | 0% | 1 | -17% | -6% | -2% | -4% | -0.3

# The final five records of the part above come first, to join the parts.
# Every second line gives: EPAC1 antag | EPAC2 antag | PI5P4K alpha inh | WRN helicase inh | MmCpn inh | EPAC1 ag | PLK1 PBD inh | CCT chaperon mod
COc1ccc2c(c1)CCC/C2=N\Nc1nc(C(=O)NN)cs1
  10% | 5% | -8 | -10% | -1% | -2% | 2% | 3.1
CCOc1ccc(CN(C)CC(=O)NCc2ccc(F)cc2)cc1
  5% | -9% | 1 | 3% | 2% | 8% | -7% | -5.5
CC(C)CC1Nc2ncnc(N3CCOCC3)c2N(Cc2ccc(Cl)cc2)C1=O (stereo not drawn)
  -6%&11% | ? | -3&0 | -2%&-13% | 1% | 4%&-5% | 1%&-2% | -1.0&1.3
O=C(Nc1cccc(Cl)c1)NC1(C(=O)NCc2cccs2)CCCCC1
  11% | 2% | / | -10%[57.1 µM] | 2% | 5% | -5% | -1.4
O=C1CCN(CCc2ccccc2)CCN1[C@H](COc1ccccc1)Cc1ccccc1
  -6% | 0% | 1 | -17% | -6% | -2% | -4% | -0.3
COCCCn1c(=O)c2sccc2n2c(CCCC(=O)N(C)Cc3ccco3)nnc12
  -21% | 6% | -1 | 11% | 1% | -1% | -4% | -7.3
COc1ccc(C/C(N)=N/OC(=O)Cc2ccccc2)cc1
  0% | -4% | 11 | -2% | -3% | 0% | 0% | -1.1
c1ccc2c(c1)ccc1nnc(SCc3ccc4c(c3)OCCO4)n12
  -18% | 12% | -1 | 1% | 0% | -10% | -6% | -0.9
O=C(C1=C[C@@H](c2coc3ccccc3c2=O)C[C@@H](OCCCCO)O1)N1CCOCC1
  -15% | 16% | 2 | -5% | / | 13% | -5% | -0.8
NC(=O)Cn1c2[n+](c3ccccc31)CC(O)CS2 (stereo not drawn)
  -14% | -4% | 5 | 5% | 1% | 0% | -8% | -4.0
Cc1[nH]nc2c1C(c1c[nH]c3ccccc13)C(C#N)=C(N)O2 (stereo not drawn)
  -11% | 1% | 0 | 5% | -1% | 4% | -4% | 0.5
CCOC(=O)C1CCN(c2c(NCc3ccc(C(=O)N(C)Cc4ccccc4)cc3)c(=O)c2=O)CC1
  4% | 7% | -1 | -8% | 1% | -4% | -1% | -1.5
CCc1cccc(CC)c1N1C(=O)CC(Sc2ccccc2N)C1=O (stereo not drawn)
  19% | 1% | 0 | 5% | / | 9% | 1% | 0.2
CCOc1cc(C#N)c(NC(=O)c2ccnn2C)cc1OCC
  -5% | 1% | -12 | 3% | -3% | -4% | -5% | 1.5
Cc1cc(NC(=O)CSc2nnc(C3CC3)n2Cc2ccccc2)no1
  6% | 9% | 7 | -4% | 0% | 1% | -9% | -2.5
CN[C@H]1CCc2cc(OC)c(OC)c(OC)c2-c2ccc(OC)c(=O)cc21
  5% | 22% | 3 | 5% | / | -16% | -4% | -3.0
O=C(CC1CS(=O)(=O)CC1CC(=O)Oc1ccccc1F)Oc1ccccc1F (stereo not drawn)
  -1% | -9% | 2 | -12% | -1% | 7% | -6% | 0.5
Cc1ccc(OCC(=O)Nn2c(C)nc3ccccc3c2=O)c(C(C)C)c1
  -10% | 1% | / | -10% | -3% | 1% | -8% | -1.8
C=C(C)C1CC=C(C)/C(=N/NC(=O)C2CC2c2ccccc2)C1 (stereo not drawn)
  -10% | 5% | 2 | -3% | -5% | 9% | -10% | -3.4
COCCCNCCCCOc1c(Cl)cc(C)cc1Br
  5% | 1%[57.1 µM] | -3 | 16% | -4% | -4% | -2% | -1.1
O=S(=O)(NCCC1=CCCCC1)c1ccc(OC(F)(F)F)cc1
  -29% | -24% | 12 | -19% | -5% | ? | -5% | -1.0
O=C(c1cn(Cc2ccccc2)nc1-c1ccc(Cl)cc1)N1CCN(c2ccccn2)CC1
  -13% | -6% | 12 | -17% | -7% | 12% | 0% | -2.6
CN(CC(=O)Nc1ccccc1Cl)C(=O)CSc1nnc(-c2ccco2)n1C
  2% | 0% | -1 | 3% | 2% | 5% | -4% | 0.5
CC(=O)N1c2ccccc2NC2=C(C(=O)CCC2)C1c1cccnc1 (stereo not drawn)
  1% | -4% | 1 | -9% | 0% | 4% | -6% | 1.7
O=C(COc1cccnc1[N+](=O)[O-])NCc1cccs1
  -6% | -11% | 9 | 0% | -7% | 0% | -10% | -3.4
COCCNC(=S)NN=C1CCCCCC1
  0% | 1% | -1 | -6% | -3% | 14% | -4% | -1.7
CSc1ncc(Cl)c(C(=O)Nc2cc(C)ccc2C)n1
  18% | 16% | 3 | 9% | 2% | -9% | 2% | -0.5
COc1ccc(/C=C/C(=O)NNC(=O)c2ccncc2)c(OC)c1
  -28% | -16% | -3 | -1% | -1% | 9% | 4% | 2.0
CCCN(CC(=O)Nc1cc(Cl)ccc1Cl)C(=O)/C=C/c1cc(OC)ccc1OC
  -4% | -1% | -5 | 1% | -9% | 3% | 4% | 1.2
Cn1c(=O)c(=O)n(C)c2cc(S(=O)(=O)N3CCC(N4CCCCC4)CC3)ccc21
  -24% | 9%[57.1 µM] | -10 | 10% | / | 4% | -11% | -0.5
COc1ccc(C(=O)N/C(=C\c2cn(S(=O)(=O)N(C)C)c3ccccc23)C(=O)NCCN2CCOCC2)cc1OC
  3% | -5% | 8 | -5%[57.1 µM] | 1% | 2% | -4% | -0.7
c1ccc(Cn2cc(CN3CCCO3)c(-c3ccc4c(c3)OCO4)n2)cc1
  10% | 1% | 5 | -2% | -2% | -3% | -2% | -1.5
NC(=O)/C(=C\c1cccnc1)NC(=O)c1ccccc1
  6% | -2% | 0 | 0% | -1% | -4% | -9% | 0.3
COc1cccc(CN(C)C(=O)c2ccc(NS(=O)(=O)c3ccc(F)cc3)cc2)c1OC
  7% | 0% | 2 | -3% | -3% | 0% | -8% | -2.0
c1ccc(N2CCN(c3ncnc4sc5c(c34)CCC5)CC2)cc1
  8% | 7% | 1 | -5% | -1% | 4% | -8% | 2.0
CCC(C)(C)C1CCC(=NNC(=S)Nc2ccccc2)CC1 (stereo not drawn)
  -17% | -12% | -4 | -10% | -4% | 6% | -3% | -2.0
CN(C(=O)Cn1nc(Cl)ccc1=O)C1CCCN(Cc2ccccc2F)C1 (stereo not drawn)
  0% | 7% | -2 | 8% | 0% | 10% | -7% | 2.0
O=C1NC(=O)C(CC(=O)N(Cc2cccs2)C2(C(=O)NC3CCCC3)CCCCC2)N1 (stereo not drawn)
  -12% | 3% | 1 | -14% | 0% | -1% | -9% | -2.8
O=C(NCc1ccccc1)c1cc(-c2cccc(O)c2)on1
  -8% | 5% | 0 | -1% | 4% | -2% | -10% | -0.1
Cc1nnc(SCCN2CCOCC2)n1-c1cccc(Cl)c1
  2% | 1% | 9 | -3% | 1% | 2% | -3% | 0.8
CC1(C)CCC(=O)N2CC[C@H]3C[C@H](OC(=O)Nc4ccccc4)C[C@@H]1[C@H]32
  -1% | 4% | -3 | -3% | -1% | -23% | -10% | -1.5
COc1ccccc1C1CCN(C(=O)c2cccc([N+](=O)[O-])c2)CC1
  7% | -8% | -4 | 1% | -1% | 4% | 2% | 0.5
COc1ccc(C(CNC(=O)Cc2cc(OC)c(OC)c(OC)c2)N2CCCC2)cc1 (stereo not drawn)
  -9% | 1% | / | 1% | 0% | 12% | 3% | 0.5
Cc1ccc(-n2nc(C)c(C(=O)O)n2)c(C)c1
  -8% | 5% | -3 | 1% | -2% | 10% | -18% | -3.8
Cc1ccc(/C=C/C(=O)N2CCCC(C(N)=O)C2)o1 (stereo not drawn)
  16% | -2% | -3 | -3% | 0% | -10% | 1% | 0.4
CCOC(=O)C1=C(COC(=O)c2ccc([N+](=O)[O-])s2)NC(=O)NC1C (stereo not drawn)
  -27% | -7% | -3 | 25% | -7% | -3% | -9% | 0.0
COc1ccc(CC(=O)NCC2CCCN(Cc3cccc(C(F)(F)F)c3)C2)cc1 (stereo not drawn)
  -19% | -3% | 0 | -1% | -1% | -9% | 27µM* | 0.6
COCCNC(=O)c1cnn2c(C(F)(F)F)cc(-c3ccc(C)cc3)nc12
  5% | -12% | -2 | -7% | -8% | 10% | 4% | 0.5

# Screening data from PubChem BioAssay.
